GPR151 activ: activators of human GPR151; Q8TDV0; activation, % at 11.2 µM; hit rate 1% among 650,000; AID 1508602; PathHunter beta-arrestin GPR151 cells, luminescence; in the data active = activation above about 4.9%;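 also: 0% = median of compound wells and 100% = cells with positive control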
TEAD-YAP inh: TEAD-YAP interaction inhibition; inhibition, % at 9.12 µM; hit rate 1.4% among 640,000; HEK-TIYL cells, TEAD-Gal4/YAP UAS-luciferase luminescence; in the data active = inhibition above about 32%;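 also: 0% = median of test compound wells and 100% = reference inhibitor wells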
FBW7 act: human FBW7 E3 ligase activation, primary screen; hit rate 0.13% among 650,000; AlphaScreen FBW7–phospho-cyclin E peptide binding, activator screen; Q969H0; normalized activity (activation), % at 26.1 µM; in the data active = normalized activity above about 1.9%;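 also: purified mutant Fbw7 with reduced substrate affinity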
MITF inh: human MITF inhibition, primary screen. inhibition, % at 2.6 µM. AlphaScreen MITF homodimerization, bead proximity signal. AID 1259374. hit rate 0.91% among 650,000. O75030; in the data active = inhibition above about 50%;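 also: 0% = vehicle wells with protein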
The depositor's hits bear a star. Compounds were not picked by outcome; about 3.4% have a hit in one of these screens.

The line under a structure holds: GPR151 activ	TEAD-YAP inh	FBW7 act	MITF inh
- COc1ccc(OC)c(C2CC(c3ccc(Cl)cc3)Nc3ncnn32)c1 (stereo not drawn)
    -1.0	5	0.3	23
- O=c1ccc2ccc(OCc3ccccc3)cc2o1
    -2.0	-47	0.0	5
- O=C(NC1CC1)c1ccc2nc(-c3ccc(N4CCOCC4)nc3)sc2c1
    2.8	-25	-0.1	3
- Cc1ccc(C(C)CCN2CCC3(CC2)CC3C(=O)N(C)Cc2cscn2)o1 (stereo not drawn)
    0.1	-3	-0.2	2
- CCOc1cc(CN2CCC3(CC2)CC3C(=O)N(C)Cc2cscn2)ccc1OC (stereo not drawn)
    -0.3	-5	0.2	7
- O=C(CC1(c2ccccc2)CC(=O)N(CCCOc2cccnc2)C1=O)N1CCCCC1 (stereo not drawn)
    0.4	-4	0.0	11
- Clc1nc(NCc2ccco2)nc(N2CCC(Cc3ccccc3)CC2)n1
    1.7	3	-0.1	8
- Cc1ccc(C)c(NC(=O)CN2C(=O)c3ccccc3C2=O)c1
    -0.4	3	0.0	10
- CCOC(=O)c1ccc2c(c1)sc(=NC(=O)CN1C(=O)CCC1=O)n2C
    0.5	3	0.2	18
- Nc1nc(SCC(=O)N2CCCCC2)nc2sc3c(c12)CCCC3
    1.1	-22	0.0	-1

Reprinted from the listing for reference:
The line under a structure holds: GPR151 activ	TEAD-YAP inh	FBW7 act	MITF inh
- COc1ccc(OC)c(C2CC(c3ccc(Cl)cc3)Nc3ncnn32)c1 (stereo not drawn)
    -1.0	5	0.3	23
- O=c1ccc2ccc(OCc3ccccc3)cc2o1
    -2.0	-47	0.0	5
- O=C(NC1CC1)c1ccc2nc(-c3ccc(N4CCOCC4)nc3)sc2c1
    2.8	-25	-0.1	3
- Cc1ccc(C(C)CCN2CCC3(CC2)CC3C(=O)N(C)Cc2cscn2)o1 (stereo not drawn)
    0.1	-3	-0.2	2

More records:
The line under a structure holds: GPR151 activ	TEAD-YAP inh	FBW7 act	MITF inh
- O=C(COC(=O)c1c(F)cccc1Cl)NC1CCCCCC1
    -0.8	-41	-0.1	-3
- O=C(CCCN1C(=O)S/C(=C\C=C\c2ccccc2)C1=O)Nc1ccc(O)cc1
    1.8	-47	-0.1	-8
- CC1CC(=O)NN=C1c1ccc2nnn(O)c2c1 (stereo not drawn)
    -1.9	-14	-0.1	-8
- COC(=O)c1c(OC(C)C)cc(=O)n2c1CCN(C(=O)CCc1scnc1C)CC2
    0.1	2	0.5	4
- CCOC(=O)c1c(NC(=O)CSc2nnc(CNC(=O)COc3ccccc3)n2CCc2ccccc2)sc2c1CCCCC2
    -1.1	-5	-0.1	-6
- COC(=O)c1ccc(NC(=O)c2ccc(C)c(I)c2)cc1
    -0.7	-40	0.6	9
- Cc1ccc(-c2nnnn2CS(=O)(=O)c2ccccc2)cc1
    0.9	3	-0.1	-13
- Cc1nnc(Nc2ccc(F)cc2)[nH]c1=O
    0.4	-1	0.0	4
- COCCNC(=O)[C@@H]1C[C@H](NCc2ccc(SC)cc2)CN1C1Cc2ccccc2C1
    -0.7	-1	0.7	9
- COc1cc2c(cc1OC)C1(C)N(CC2)C(=O)OC12CCCCC2 (stereo not drawn)
    3.1	-6	0.0	4

The line under a structure holds: GPR151 activ	TEAD-YAP inh	FBW7 act	MITF inh
- CCCCCC(=O)N1c2ccccc2NC2=C(C(=O)CC(c3ccccc3OCCC)C2)C1c1ccc(OC)cc1 (stereo not drawn)
    2.7	7	0.3	16
- CCCCC1(CCCC)NC(=S)N(c2ccc(C)cc2)N1
    11*	-6	0.0	15
- COc1cccc(CCNC(=O)CCCC(=O)c2ccccc2)c1
    1.9	2	0.3	0
- CCCC(=O)Nc1ccc(C(=O)Nc2cc([N+](=O)[O-])ccc2OC)cc1
    -0.3	0	0.2	0
- Nc1c(C(=O)NCc2ccccn2)nnn1-c1ccc2c(c1)OCCO2
    -0.8	-10	0.1	7
- COC(=O)c1ccc2c(c1)N(Cc1cccc(F)c1)C(=O)C(C)O2 (stereo not drawn)
    -1.0	5	0.1	18
- COc1ccccc1NC(=O)CSc1n[nH]c(N)n1
    -1.0	2	0.2	5
- O=[N+]([O-])c1ccccc1S(=O)(=O)N(Cc1ccccc1)c1ccccn1
    1.9	-3	-0.4	6
- COc1ccc2c(c1)-c1c(ssc1=S)C(C)(C)N2C(=O)c1ccccc1OC
    0.4	-5	-1.2	34
- CC(C)(C)NC(=O)CSc1nnc(-c2ccncc2)n1Cc1ccccc1
    1.4	0	-0.1	-3

The line under a structure holds: GPR151 activ	TEAD-YAP inh	FBW7 act	MITF inh
- O=C(Nc1ccc(Nc2nccc(-c3ccc4nc(C5CC5)[nH]c(=O)c4c3)n2)cc1)N1CCCC1
    0.9	-16	1.7	39
- COc1ccc(CNc2oc(-c3ccc(Cl)cc3)nc2P(=O)(OC)OC)cc1
    0.2	-4	-0.2	2
- Cc1cc(C)n(-c2ccc(Cl)nn2)n1
    0.8	2	0.0	-1
- O=C(Nc1ccc(Cl)c(-c2nc3cc(Cl)ccc3o2)c1)c1ccccc1F
    1.3	9	-0.1	6
- COC(=O)c1sc(NC(=O)CCS(=O)(=O)c2ccccc2)c(C(=O)OC)c1C
    1.1	-11	1.0	8
- Cc1ccc2c(Cl)c(C(=O)Nc3ccc(Br)cc3Br)sc2c1
    0.3	1	-0.1	-9
- CCC1CN(CCC(=O)N(C)CCC2CCCCO2)Cc2cc(OC)ccc2O1 (stereo not drawn)
    -0.1	2	-0.1	9
- O=C(CCc1cccnc1)NCc1nnc2n1CCN(Cc1ccc3c(c1)OCCO3)CC2
    0.8	-8	0.2	3
- Cc1ccc(C2=NN(c3nc(-c4cccc(N5C(=O)c6ccccc6C5=O)c4)cs3)C(c3ccc(Cl)cc3)C2)cc1 (stereo not drawn)
    -0.6	0	0.0	7
- Cc1cccc(C(=O)N/C(=C\c2ccc([N+](=O)[O-])cc2)C(=O)Nc2ccccc2Br)c1
    -0.9	-2	0.0	-10

The line under a structure holds: GPR151 activ	TEAD-YAP inh	FBW7 act	MITF inh
- Cn1c(=O)c(=O)n(C)c2cc(S(=O)(=O)N3CCN(C4CCCCC4)CC3)ccc21
    -0.8	-10	-0.2	0
- CC(=O)Nc1cccc(Oc2nnc(Oc3cccc(NC(C)=O)c3)c3ccccc23)c1
    -1.4	-11	0.0	1
- O=C(Cn1c(=O)n(Cc2cccs2)c2ncccc21)Nc1ccccc1-n1ccnc1
    -1.1	12	1.6	3
- N#Cc1c(NC(=O)c2cc(-c3ccco3)on2)sc2c1CCCC2
    1.4	0	0.0	10
- O=C(Nc1ccc(Cl)c(Cl)c1)c1nn2c(C(F)(F)F)cc(-c3ccccc3)nc2c1Br
    0.6	5	0.1	3
- COCC(=O)N1CCC(n2c(C3CC3)nc3sc(C)c(C)c3c2=O)CC1
    0.9	-2	0.0	-15
- CCOc1ccc(C(=O)N[C@H](C(=O)NCCC(C)C)C(C)C)cc1
    -1.5	-15	0.4	-5
- COc1ccc(CN(C(=O)c2ccc(Cl)cc2)C2CC(=O)N(c3ccc(F)cc3)C2=O)cc1 (stereo not drawn)
    -0.1	-8	-0.2	-1
- CC(C)NC(=O)C1CCN(C2CCN(Cc3ccc(-c4ccco4)cc3)CC2)CC1
    0.1	3	0.0	-4
- CCCCOc1ccc(CN2CCC(C(=O)OCC)CC2)cc1
    1.7	-4	0.0	18

The line under a structure holds: GPR151 activ	TEAD-YAP inh	FBW7 act	MITF inh
- CCCn1nnnc1NC(=O)c1cc(Br)ccc1OC
    1.9	5	-0.1	-2
- O=C(Nc1ccc(Br)cc1F)C(Cc1ccc([N+](=O)[O-])cc1)N1C(=O)c2ccccc2C1=O (stereo not drawn)
    1.0	2	0.0	1
- CN1CCN(C(=O)c2ccc(-c3nc(NCCOc4ccccc4)c4[nH]cnc4n3)cc2)CC1
    -0.5	2	-0.1	2
- COc1ccc(CCNC(=O)CN(c2ccc(Cl)cc2C)S(C)(=O)=O)cc1
    0.9	-3	0.0	-2
- O=C1CCC(=O)N1OCc1ccc(F)cc1
    2.0	-2	0.1	12
- CCCCN(CC)Cc1c(C)[nH]c2ccc(C)cc2c1=O
    -1.9	0	-0.1	-5
- COc1ccccc1C(=O)Nc1ccc(NC(=O)c2ccc(C(C)(C)C)cc2)cc1
    1.4	6	0.2	2
- CCC1CCCCN1C(=O)c1cnn2c1NC(c1ccco1)CC2C(F)(F)F (stereo not drawn)
    1.0	4	0.7	17
- COc1cc(C2C(C(=O)OCc3ccccc3)=C(C)NC3=C2C(=O)CCC3)cc(OC)c1OC (stereo not drawn)
    0.4	3	-0.1	-1
- CC(C)NS(=O)(=O)c1ccc(OCC(=O)Nc2ccc(C(N)=O)cc2)cc1
    -0.4	1	0.2	3

The line under a structure holds: GPR151 activ	TEAD-YAP inh	FBW7 act	MITF inh
- Cc1ccc(C)c(NC(=O)CCCc2nc(-c3ccccc3)no2)c1
    -1.8	3	-0.1	-14
- CCCCC(=O)NC(NC(=S)N1CCOCC1)C(Cl)(Cl)Cl (stereo not drawn)
    1.5	5	0.8	13
- CCOC(=O)c1cc2c(=O)n3ccccc3nc2n(CC(C)C)c1=NC(=O)c1ccccc1C
    1.4	1	0.0	0
- CN(C)CC(C)(O)c1ccc2c(c1)CN(Cc1cnn(C)c1)CCO2 (stereo not drawn)
    -0.4	8	0.1	0
- CCN1CCN(C(=S)Nc2ccc(C(C)=O)cc2)CC1
    0.8	3	0.3	3
- COc1ccc(-c2noc(-c3ccc(I)cc3)n2)cc1
    0.5	-12	-0.1	5
- COc1ccc(NC(=O)C2CCCN(c3c4c(nc5ncnn35)CCC4)C2)cc1OC (stereo not drawn)
    -1.1	-1	-0.2	14
- COc1ccc(C(=O)NC(=S)NCC2CCCO2)cc1OC (stereo not drawn)
    -0.9	-23	-0.3	-11
- O=C(Nc1cccc2ccccc12)N[C@H]1C[C@H]2C(=O)N3CCC[C@H]3C(=O)N2C1
    -1.3	-22	0.8	16
- O=S(=O)(/N=C/c1ccccc1O)c1cccs1
    1.8	2	-0.2	2

The line under a structure holds: GPR151 activ	TEAD-YAP inh	FBW7 act	MITF inh
- Cc1ccc(S(=O)(=O)Nc2ccccc2C(=O)Nc2ccc(Br)cc2C(=O)c2ccccc2)cc1
    1.1	-6	0.0	-4
- COC(=O)[C@H]1CCc2ccccc2N1C(=O)CCc1ccccc1
    -0.6	-7	-0.1	-6
- CCOC(=O)C1CCC(CN(Cc2cccc(Br)c2)S(=O)(=O)c2ccc(F)c(C(=O)Nc3c(C)cccc3CC)c2)CC1 (stereo not drawn)
    2.4	-1	-0.2	3
- COc1ccccc1Cn1c(SCc2ccncc2)nc2ccccc2c1=O
    -0.9	-8	-0.1	2
- Cc1nc(C)c(-c2ccc(SCc3c(F)cccc3Cl)nn2)s1
    0.9	-35	-0.1	4
- CCOC(=O)Cc1nnc2c(Nc3ccccc3Cl)nc3nonc3n12
    1.0	-8	0.0	-14
- O=C(NCCCl)NNC(=O)c1ccc(NC(=O)NCCCl)cc1
    -0.7	-4	-0.1	-4
- CCOC(=O)c1sc(/N=C/N2CCOCC2)nc1C
    -1.8	-4	0.0	10
- CCCCCNC(=O)c1ccc2c(c1)ncn2-c1ccc(C)cc1C
    -0.6	4	0.0	-7
- Nc1c(-c2ccccc2)nc2sccn12
    0.0	-6	0.3	4

The line under a structure holds: GPR151 activ	TEAD-YAP inh	FBW7 act	MITF inh
- O=C(CN1N=C(c2ccc(Cl)cc2)CCC1=O)NCCCN1CCOCC1
    -0.7	2	0.0	5
- O=C(N/N=C/c1cc(Br)cc(Br)c1O)c1cccnc1
    -2.1	33*	-0.3	34
- Cc1ccc(Cl)cc1N1CCN(C(=O)CCC2=NS(=O)(=O)c3ccccc3N2)CC1
    -0.1	-4	0.0	-10
- O=C1CC2(CCCC2)CC(=O)N1Cc1cccc(C(F)(F)F)c1
    -0.4	6	-0.5	0
- Cc1ccc(NS(C)(=O)=O)c(C(=O)c2ccccc2)c1
    1.1	2	-0.1	8
- COC1CCC(C(=O)Nn2c(C3CC3)nc3ccccc3c2=O)CC1 (stereo not drawn)
    -0.2	-4	0.3	11
- CC(C)(C)c1ccc(OCC(=O)NNC(=O)Cc2csc(-c3ccccc3)n2)cc1
    -2.2	0	0.6	0
- CC(C)(C)C(=O)N1CCc2[nH]c3ccccc3c2C1
    0.6	-6	0.8	15
- CC(NC(=O)C(NC(=O)C(Cc1ccccc1)NC(=O)OC(C)(C)C)C(C)C)C(N)=O (stereo not drawn)
    -0.8	22	1.0	8
- N#C/C(=C\c1cccs1)C(=O)Nn1cnnc1
    1.4	-5	-0.2	-1

The line under a structure holds: GPR151 activ	TEAD-YAP inh	FBW7 act	MITF inh
- CC(C)(C)c1ccccc1OCC(=O)NC(c1ccccc1)c1ccccc1
    -1.1	1	0.3	7
- CCc1c(C#N)c(N)nc(SCC(=O)OCc2ccccc2)c1C#N
    0.9	6	0.0	12
- O=C(NC(=S)Nc1ccc(Br)cc1)c1ccco1
    0.4	-44	0.2	-2
- CC1=C/C(=N\S(=O)(=O)c2ccc(C)cc2)C(C)=CC1=O
    0.8	11	-0.1	-17
- COc1ccc(N2C(=O)NC(=O)/C(=C\c3cc([N+](=O)[O-])cc(OC)c3O)C2=O)cc1
    -0.6	-8	-0.1	-1
- CCOC(=O)c1c(C)oc2c(Cl)cc(NS(=O)(=O)c3ccc(Cl)cc3)cc12
    1.7	1	0.0	-5
- Cc1ccc(Nc2nnc(SCC(=O)N(C)C3CCS(=O)(=O)C3)s2)cc1 (stereo not drawn)
    0.6	-11	-0.1	-13
- Cc1cccc(/C=N/NC(=O)NC2CCCCC2)c1
    -0.1	-10	0.4	16
- Cc1ccc(S(=O)(=O)Nc2nc3ccccc3nc2Nc2ccc(F)cc2)cc1
    -1.1	-8	0.1	-4

Source: PubChem
